Screening data (PubChem BioAssay)
tim10-1 inh – tim10-1 yeast growth inhibition. 2.2% of 330,000 active. AID 463190. S. cerevisiae tim10-1 ts strain growth, BacTiter-Glo, 24 h. inhibition, % at 20 µM;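 active means inhibition of at least 40%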;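 further: mutant grown at 25 °C; 0% = DMSO wells with yeast and 100% = wells holding no yeast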
tim23-1 inh – growth inhibitors of tim23-1 mutant yeast | AID 463212 | S. cerevisiae tim23-1 growth, BacTiter-Glo luminescence, 24 h | 1.3% of 330,000 active | inhibition, % at 20 µM;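 active means growth inhibition of the mutant yeast at or above 50%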;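 further: temperature-sensitive mutant grown at 25 °C; plate controls were DMSO-treated mutant yeast for no effect and medium wells lacking yeast for full effect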
APJ ag – activates the human apelin receptor APJ; P35414; CHO-K1 APJ PathHunter beta-arrestin, luminescence; 0% DMSO wells, 100% apelin; activation, % at 20 µM; 0.11% of 330,000 active; AID 2520;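 active means activation more than six SD over the plate average, tested at 20 µM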;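 further: 0% = DMSO alone and 100% = apelin-13 at 10 nM; some results filed as inactive read as strong as hits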
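system = engineered CHO-K1 APJ arrestin reporter cells | input = 1000 cells per well | timing = overnight seeding, 90 min compound at 25 °C, 1 h detection | measured by = enzyme-fragment complementation luminescence | read-out = beta-arrestin recruitment to APJ as agonist activity, luminescent signal | control set = negative DMSO alone, positive Apelin-13 at 10 nM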
NR3A LBD binder – modulators (binders) of human NR3A ligand-binding domain; Tm shift relative to glycine control, % at 25 µM; NR3A LBD differential scanning fluorimetry, Tm shift; 0% = protein alone, 100% = glycine-bound protein; 2.5% of 340,000 active; AID 1259313;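 active means melting temperature shift of at least 10% of the positive control shift, at one fixed dose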
Mdm2 MdmX PPI – disrupts the human Mdm2-MdmX interaction | O15151+Q00987 | SaOS-2 split-luciferase Mdm2/MdmX complementation, luminescence | inhibition, % at 8 µM | 3% of 330,000 active | AID 485346;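 active means inhibition of at least 50% at 8 µM in the primary screen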
Target sequence (O15151 whole entry, looked up): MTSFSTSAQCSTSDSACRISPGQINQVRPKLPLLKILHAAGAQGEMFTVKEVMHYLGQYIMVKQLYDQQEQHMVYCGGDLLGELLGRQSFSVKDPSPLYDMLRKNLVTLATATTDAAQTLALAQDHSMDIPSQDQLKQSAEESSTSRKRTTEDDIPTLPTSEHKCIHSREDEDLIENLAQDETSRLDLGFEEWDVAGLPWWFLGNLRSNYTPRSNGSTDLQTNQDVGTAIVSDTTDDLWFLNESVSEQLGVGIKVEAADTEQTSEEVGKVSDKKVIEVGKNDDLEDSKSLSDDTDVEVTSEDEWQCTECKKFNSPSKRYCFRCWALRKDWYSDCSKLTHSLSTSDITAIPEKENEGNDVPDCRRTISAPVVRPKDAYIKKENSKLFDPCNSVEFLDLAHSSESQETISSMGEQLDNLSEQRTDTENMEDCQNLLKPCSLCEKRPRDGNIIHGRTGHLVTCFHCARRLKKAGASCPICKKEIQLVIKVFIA
Target sequence (Q00987 whole entry, looked up): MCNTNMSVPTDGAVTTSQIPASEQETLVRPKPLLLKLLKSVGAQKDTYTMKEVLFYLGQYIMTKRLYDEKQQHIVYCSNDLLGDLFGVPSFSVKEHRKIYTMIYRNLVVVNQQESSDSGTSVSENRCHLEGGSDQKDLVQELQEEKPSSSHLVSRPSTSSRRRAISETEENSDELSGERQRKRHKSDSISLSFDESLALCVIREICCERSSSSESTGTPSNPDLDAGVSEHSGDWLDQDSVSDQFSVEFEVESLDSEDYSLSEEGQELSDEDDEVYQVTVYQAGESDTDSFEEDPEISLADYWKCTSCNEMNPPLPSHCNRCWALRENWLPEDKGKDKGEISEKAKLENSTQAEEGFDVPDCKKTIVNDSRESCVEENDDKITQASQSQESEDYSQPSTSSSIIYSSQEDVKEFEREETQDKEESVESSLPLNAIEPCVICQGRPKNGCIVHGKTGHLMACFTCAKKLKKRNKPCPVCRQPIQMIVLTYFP
CHOP UPR activ – apoptotic UPR (CHOP) activation; CHO-CHOP luciferase reporter, luminescence; percent of tunicamycin response over DMSO baseline; activation, % at 10 µM; 0.34% of 330,000 active;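 active means at 10 µM dose, activation of 40% or more, normalized to positive control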;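 further: 100% = tunicamycin at 10 µg/mL and 0% = DMSO alone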
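Material: CHO-CHOP cells, stable luciferase reporter of PERK-eIF2a-CHOP signalling; quantity: 500 reporter cells seeded per well; buffer or medium: F12 medium containing 10% fetal bovine serum; compound: one dose, 10 µM in 0.5% DMSO; incubation: 6 h compound treatment, 37 °C; measured by: Steady-Glo luciferase luminescence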
XBP1 UPR activ – activators of adaptive arm of unfolded protein response (XBP1); CHO-XBP1 luciferase reporter, IRE1-XBP1 UPR activation, luminescence; percent of tunicamycin response, DMSO as zero; activation, % at 20 µM; 0.33% of 330,000 active; AID 463104;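 active means versus positive control, 20 µM dose yields 30% or more activation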;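 further: 100% = tunicamycin at 10 µg/mL and 0% = DMSO only wells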
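assay system = CHO-XBP1 luciferase reporter cells | amount = 1000 cells/well | buffer or medium = F12 plus 10% FBS | compound dosing = single point, 20 µM final compound, 1% DMSO | incubation = 16-18 h cell attachment at 37 °C, then 6 h compound exposure | detection = Steady-Glo luminescence read | controls = tunicamycin 10 µg/mL and vehicle-only wells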
NALP3 yeast inh – blocks the NALP3 inflammasome reconstituted in yeast; Yeast reconstituted NLRP3/ASC/caspase-1, beta-gal luminescence, 24 h; inhibition, % at 10 µM; 0.39% of 330,000 active;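 active means inhibition of 50% or more; inactive means inhibition below 50%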;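 further: plate controls were induced DMSO wells for no effect and uninduced yeast grown without galactose for full effect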
TIM10 inh – TIM10 yeast growth inhibition; S. cerevisiae TIM10 strain growth, BacTiter-Glo luminescence, 24 h; inhibition, % at 10 µM; 1.4% of 330,000 active; AID 463195;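 active means inhibition of 40% or more at the single tested concentration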;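 further: wild-type TIM10 isogenic control strain grown at permissive 25 °C; 0% = DMSO yeast wells and 100% = minimal medium wells without yeast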
The depositor's hits bear a star; x = not tested or not shown.

Sample of the layout (2 entries):
# | mol | NALP3 yeast inh | APJ ag | tim10-1 inh | TIM10 inh | tim23-1 inh | NR3A LBD binder | Mdm2 MdmX PPI | XBP1 UPR activ | CHOP UPR activ
1 | Cc1ccccc1C(=O)Nc1nncs1 | 8 | -2 | 0 | -24 | 1 | 3 | -14 | 0 | 0.3
2 | COc1ccc(C)cc1NC(=O)CSc1nc2scc(C)c2c(=O)[nH]1 | 7 | -3 | -2 | -1 | 3 | -2 | 44 | -3 | 3.5

This part in full, repeating the preview:
# | mol | NALP3 yeast inh | APJ ag | tim10-1 inh | TIM10 inh | tim23-1 inh | NR3A LBD binder | Mdm2 MdmX PPI | XBP1 UPR activ | CHOP UPR activ
1 | Cc1ccccc1C(=O)Nc1nncs1 | 8 | -2 | 0 | -24 | 1 | 3 | -14 | 0 | 0.3
2 | COc1ccc(C)cc1NC(=O)CSc1nc2scc(C)c2c(=O)[nH]1 | 7 | -3 | -2 | -1 | 3 | -2 | 44 | -3 | 3.5
3 | COc1ccc(C(=O)NCc2nnc(SC)n2Cc2ccccc2)cc1 | -2 | -1 | 15 | 7 | 8 | 0 | -25 | 0 | 1.4
4 | N#Cc1c(N)nc2c(c1-c1ccccc1)CCCC2 | -3 | -1 | 30 | 32 | 7 | -3 | 17 | 3 | 0.2
5 | O=C(CCCC(=O)Nc1cccc(Br)c1)N/N=C/c1cc([N+](=O)[O-])ccc1O | 34 | -20 | 33 | 16 | 22 | 7 | 74* | -6 | 0.4
6 | O=C(c1ccco1)N1CCCC(N2CCN(c3cccc(C(F)(F)F)c3)CC2)C1 (centres undefined) | -5 | -5 | 22 | 13 | 25 | 0 | -4 | -6 | 2.3
7 | Cc1ccc(NC(=O)CCNS(=O)(=O)c2ccc3c(c2)oc(=O)n3C)cc1 | 14 | -2 | 5 | 12 | 0 | -1 | 6 | -1 | 1.9
8 | CN(CCc1ccccn1)C(=O)Nc1cccc(Cl)c1 | 12 | -1 | 8 | -5 | 9 | -1 | 16 | -2 | -0.9
9 | CCc1ccc(S(=O)(=O)Nc2c(C)n(C)n(-c3ccccc3)c2=O)cc1 | 14 | -3 | -13 | 8 | 5 | 1 | 2 | -1 | 0.5
10 | CCCSc1ccc([C@@H]2[C@H]3C(=O)N(CC)C(=O)[C@H]3[C@]3(C(=O)OC)CCCN23)cc1 | 12 | -2 | 13 | 16 | 26 | 0 | -4 | 0 | 0.1
11 | c1ccc(N2OCC3Cn4c(nc5ccccc54)C32)cc1 (centres undefined) | 13 | 3 | 4 | 1 | 17 | 1 | -25 | 6 | 4.9
12 | Cc1cccc(N2C(=O)/C(=C\c3ccc(C(=O)O)cc3)c3ccccc3C2=O)c1 | 10 | 1 | 31 | 22 | 56* | 4 | -6 | -6 | 1.0

6 compounds already listed, arranged by the value under Mdm2 MdmX PPI, falling:
No.	Compound	Mdm2 MdmX PPI
2	COc1ccc(C)cc1NC(=O)CSc1nc2scc(C)c2c(=O)[nH]1	44
7	Cc1ccc(NC(=O)CCNS(=O)(=O)c2ccc3c(c2)oc(=O)n3C)cc1	6
9	CCc1ccc(S(=O)(=O)Nc2c(C)n(C)n(-c3ccccc3)c2=O)cc1	2
10	CCCSc1ccc([C@@H]2[C@H]3C(=O)N(CC)C(=O)[C@H]3[C@]3(C(=O)OC)CCCN23)cc1	-4
1	Cc1ccccc1C(=O)Nc1nncs1	-14
3	COc1ccc(C(=O)NCc2nnc(SC)n2Cc2ccccc2)cc1	-25

Continued:
# | mol | NALP3 yeast inh | APJ ag | tim10-1 inh | TIM10 inh | tim23-1 inh | NR3A LBD binder | Mdm2 MdmX PPI | XBP1 UPR activ | CHOP UPR activ
13 | O=C(O)C1CCCN1S(=O)(=O)c1ccc(Br)s1 (centres undefined) (tested in a mixture with another compound) | 8 | 1 | 3 | 5 | 4 | -3 | 5 | 0 | 0.9
14 | CCNc1nc2c(c(=O)n(C)c(=O)n2C)n1CCCc1ccccc1 | 9 | 1 | 3 | 0 | -7 | -1 | 19 | -5 | -2.4
15 | Cc1ccc(NC(=O)c2sccc2-n2cccc2)c(Cl)c1 | 16 | -2 | 34 | 10 | 22 | -3 | -5 | -4 | 0.3
16 | O=C(O)c1ccc(CSc2ncn[nH]2)cc1 | 8 | -3 | 3 | 9 | 16 | 0 | -14 | 0 | -1.4
17 | O=S(=O)(c1ccc(NC(=S)N2CCN(c3ccc(O)cc3)CC2)cc1)N1CCOCC1 | 12 | 2 | 20 | 19 | 26 | -2 | 2 | -1 | -2.1
18 | COC(=O)c1ccc(Cl)c(NC(=O)Cc2ccccc2[N+](=O)[O-])c1 | 5 | 1 | 10 | 8 | 8 | -2 | 23 | -1 | 0.4
19 | Cn1c(=O)oc2cc(S(=O)(=O)N3CCC(C(=O)NCc4cccs4)CC3)ccc21 | 5 | -4 | 1 | -7 | 13 | 0 | 31 | -2 | -0.7
20 | COc1ccc(OCc2nc(C#N)c(NCCCn3ccnc3)o2)cc1 | 2 | -2 | 7 | 3 | 0 | -1 | 26 | -4 | 0.3
21 | Cn1c(-c2ccc(F)cc2)cnc1NCc1ccc(C#N)cc1 | 13 | -6 | -16 | -25 | -29 | -2 | -13 | -3 | 2.1
22 | COc1ccc(C(=O)Oc2ccc3ccc(=O)oc3c2)cc1OC | 3 | 0 | -2 | -9 | -7 | 3 | 6 | 4 | 6.6
23 | COc1ccc(S(=O)(=O)NCC2CCCN(C(=O)CNC(C)=O)C2)cc1 (centres undefined) | 4 | -1 | -16 | 8 | 16 | 0 | -5 | -3 | 0.6
24 | CCOC(=O)C1(CCOc2ccccc2)CCN(Cc2cnc(C)[nH]2)CC1 | -1 | -1 | 19 | -8 | 15 | -1 | -1 | -4 | -1.2
25 | c1ccc(CCNc2c3c(nc4ncnn24)CCC3)cc1 | -11 | -5 | 12 | -2 | 15 | 1 | 21 | -1 | -2.6
26 | O=C(COc1ccccc1C(=O)NCC1CCCO1)Nc1ccc(Br)cc1 (centres undefined) | 7 | -6 | 19 | 0 | 9 | -1 | 13 | 0 | 0.7
27 | Cn1c2c(c(=O)n(C)c1=O)C1(C(=O)Nc3ccccc31)C(C#N)=C(N)O2 (centres undefined) | 0 | 16 | 28 | 15 | 19 | -4 | 19 | -4 | 0.4
28 | COc1cccc(CNC(=O)Cc2ccc(NC(=O)C3=C(C)OCCS3)cc2)c1 | 8 | -5 | 25 | -13 | 12 | 2 | 5 | -9 | 5.0
29 | Cc1cc(/C=C2\SC(N)=NC2=O)c(C)n1-c1ccc(F)cc1 | 20 | -1 | -20 | -4 | -2 | -2 | -32 | 1 | 6.6
30 | CCOc1cc(C(=O)N2CCc3cc(OC)c(OC)cc3C2)ccc1OC(F)F | 12 | 0 | 26 | 14 | 13 | x | 51* | 7 | -2.8
31 | COc1ccc(C(=O)CSc2n[nH]c(=O)n2Cc2ccco2)cc1 | 13 | -5 | 19 | 1 | 9 | -1 | 5 | -3 | 1.0
32 | O=C(O)CSCC(=O)Nc1ccc(C(F)(F)F)cc1 | -8 | -1 | -4 | -3 | 1 | 0 | 3 | 3 | -0.4
33 | CN1Cc2sc(N)c(C#N)c2CC1(C)C | 6 | -4 | -10 | -2 | 1 | -1 | 27 | -4 | -2.1
34 | CCCC(=O)NCCc1cc2ccc(OC)cc2[nH]c1=O | -17 | 1 | -1 | -3 | -2 | 5 | 14 | -1 | 1.9
35 | CCOC(=O)Cn1cc(C(=O)OC)c2ccccc21 | 4 | -3 | 1 | 15 | 1 | -2 | -2 | 1 | 1.0
36 | Cc1ccc(OCc2nnc(SCC(N)=O)n2N)cc1 | 4 | -1 | 1 | 6 | 1 | 0 | -2 | -1 | 0.8
37 | NC(=O)C1CCN(C(=O)c2cccc(CN3C(=O)c4ccccc4C3=O)c2)CC1 | 5 | -3 | 0 | 0 | -6 | 0 | -1 | -1 | -0.2
38 | C=CCOC(=O)C1=C(C)N=C2SCCC(=O)N2C1/C=C/c1ccccc1OC (centres undefined) | 1 | -4 | 6 | 10 | 17 | 3 | -1 | -1 | -0.4
39 | CC(=O)Oc1c(C(C)C)cc(N(C(C)=O)c2ccccc2)cc1C(C)C | -4 | 0 | 25 | 30 | 39 | 2 | -9 | -2 | 0.1
40 | CO/N=C(/CS(=O)(=O)c1ccc(Br)cc1)c1ccc(OC)cc1 | 6 | -9 | -1 | -33 | 17 | -1 | 26 | -2 | 0.2
41 | CC(C)(C(=O)c1ccccc1)/[N+]([O-])=C/c1ccc(Br)cc1 | -11 | 4 | 27 | 8 | 24 | 0 | 0 | -1 | 0.5
42 | CS(=O)(=O)N(Cc1ccccc1)c1ccc(C(=O)N2CCc3ccccc3C2)cc1 | -5 | 0 | 13 | 14 | 16 | 1 | -6 | 1 | -0.4
43 | O=C(NCc1ccco1)c1cc(NS(=O)(=O)c2cccc([N+](=O)[O-])c2)ccc1O | 16 | -1 | -8 | -16 | -8 | 1 | 14 | -3 | 0.6
44 | Cc1ccc(/C=C2\SC(=S)N(CCC(=O)NNC(=O)c3ccc(O)cc3)C2=O)cc1 | 22 | 2 | 24 | 5 | 10 | 23* | 1 | -4 | 6.7
45 | COc1cc(CNn2nnnc2N)ccc1OCc1c(Cl)cccc1Cl | -15 | -1 | 17 | 11 | 19 | -1 | 12 | 0 | 1.0
46 | CC(=O)Nc1cccc(OC(=O)c2ccoc2C)c1 | 5 | 3 | 10 | -2 | 20 | 2 | 14 | 0 | -1.1
47 | Cc1ccc(-n2c(C)cc(/C=N/NC(=O)c3ccncc3)c2C)cc1 | 8 | -4 | 23 | 9 | 18 | -2 | 18 | 1 | 2.6
48 | NC(=S)NC(c1ccccc1)c1ccncc1 (centres undefined) | 12 | -6 | -17 | 1 | -12 | 0 | -3 | 0 | -0.9
49 | COc1ccc(N2CCN(CC(=O)Nc3ncc(C)s3)CC2)cc1 | 27 | -3 | 4 | 18 | 11 | 0 | -9 | -5 | 0.9
50 | Cc1cc(C)cc(C(=O)N2CCN(Cc3ccc4c(c3)OCO4)CC2)c1 | 4 | -2 | -12 | -15 | 18 | 0 | 15 | -2 | -0.5
51 | Cc1c(CN2CCC(CO)(CCOc3ccccc3)CC2)[nH]c2c(Cl)cccc12 | 20 | -1 | -40 | 44* | -22 | -3 | 87* | 22 | 1.7
52 | COc1ccc(CNc2ncccc2[N+](=O)[O-])cc1 | 38 | -1 | 4 | -19 | 6 | 0 | 5 | 4 | 6.3
53 | Cc1ccc(-c2nc(-c3cccnc3)sc2CC(=O)Nc2ccc(C)c(Cl)c2)cc1 | 19 | 0 | 6 | 3 | 15 | 5 | 43 | 1 | -0.8
54 | CCOC(=O)COc1c(C=O)cc(Br)cc1OC | 8 | 0 | 45* | 65* | 61* | -1 | -28 | 3 | -3.3
55 | COc1cccc(C(=O)NCCCNC(=O)c2cccc(OC)c2)c1 | 14 | -3 | 9 | -12 | 9 | 2 | 16 | -6 | 1.4
56 | Cc1ccc(S(=O)(=O)N(C)Cc2ccc(C(=O)N/N=C3\CCCC(=O)C3)cc2)cc1 | 9 | -2 | 10 | -2 | 9 | -2 | -20 | -2 | 1.2

This is a random part of the collection; about 8.2% have a hit in one of these screens.
